# RAD54 inh – inhibitors of human RAD54 branch migration | Q92698 | RAD54 Holliday junction branch migration, FAM/BHQ fluorescence | inhibition, % at 10.4 µM | 0.14% of 360,000 active;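 active = mean normalized replicate activity at least 40 and at least half of replicates scoring 40 or more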;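 also: 0% = median of neutral control wells and 100% = median of positive control wells; inhibitors cause a drop in the FAM fluorescence signal; in these data hits start at about 50%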
# Target sequence (Q92698 whole entry, looked up): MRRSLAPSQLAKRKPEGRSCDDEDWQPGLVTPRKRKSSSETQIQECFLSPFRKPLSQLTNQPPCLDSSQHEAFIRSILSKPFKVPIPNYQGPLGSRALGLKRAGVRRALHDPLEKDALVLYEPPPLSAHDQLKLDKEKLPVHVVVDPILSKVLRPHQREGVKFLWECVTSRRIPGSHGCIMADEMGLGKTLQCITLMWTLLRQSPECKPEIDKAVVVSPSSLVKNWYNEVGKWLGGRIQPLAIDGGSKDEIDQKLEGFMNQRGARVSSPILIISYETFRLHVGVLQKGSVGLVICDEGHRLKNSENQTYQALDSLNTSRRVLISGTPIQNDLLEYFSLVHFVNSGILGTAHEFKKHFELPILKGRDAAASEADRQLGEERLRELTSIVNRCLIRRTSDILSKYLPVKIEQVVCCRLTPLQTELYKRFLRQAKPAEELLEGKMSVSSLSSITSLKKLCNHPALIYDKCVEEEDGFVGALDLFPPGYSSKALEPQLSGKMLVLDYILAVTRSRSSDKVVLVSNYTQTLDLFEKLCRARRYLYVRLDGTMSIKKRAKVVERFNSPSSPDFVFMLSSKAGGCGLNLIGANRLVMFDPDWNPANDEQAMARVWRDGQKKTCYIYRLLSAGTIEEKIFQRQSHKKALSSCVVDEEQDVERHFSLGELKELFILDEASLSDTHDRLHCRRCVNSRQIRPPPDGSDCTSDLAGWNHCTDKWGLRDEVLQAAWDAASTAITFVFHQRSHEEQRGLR
# ARNT-TACC3 inh – disruptors of human ARNT/TACC3 interaction; Q9Y6A5; AlphaScreen His-ARNT PAS-B/GST-TACC3 binding, luminescence; TACC3 fragment carries E629A point mutation; inhibition, % at 9.99 µM; 0.66% of 390,000 active; AID 623870;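 active = mean inhibition of replicates at least 50% and at least half of replicates each reaching 50%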;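 also: 0% = complete ARNT plus TACC3 wells and 100% = ARNT alone without TACC3; many hits fall short of the cut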
# Xi reactivation – X-chromosome reactivation activator; XiGFP mouse fibroblasts, % GFP-positive cells imaging, 3 d; cells co-treated with 5-aza-dC sensitizer; scaled so ellipticine positive control = 100%; activation, % at 7.58 µM; 0.055% of 360,000 active; AID 743238;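 active = mean normalized replicate activation at least 10% and every replicate at or above 10%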;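 also: 0% = median of on-plate neutral control wells and 100% = ellipticine 6 µM median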
#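 Material: SV40-immortalized XiGFP fibroblast cells, line 68-5-11 | Buffer or medium: DMEM containing 5-aza-dC | Dosing: One concentration, pinned | Times: 3 d treatment, 15 min room-temperature fixation | Controls: Ellipticine 6 µM positive control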
# GSIS activator – primary screen for activators of insulin secretion dependent on glucose, INS-1E cells, GLuc reporter luminescence | INS-1E GLuc reporter insulin secretion, 2-3 h | activation, % at 16.6 µM | 0.61% of 370,000 active | AID 743287;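 active = lowest replicate activation of at least 40%, so every replicate reaches that level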;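 also: 0% = median of neutral control wells and 100% = median of IBMX positive control wells; some compounds called inactive have numbers as strong as hits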
# RAD52 anneal inh – blocks human RAD52 DNA annealing. 0.46% of 360,000 active. recombinant RAD52 DNA annealing, FRET fluorescence. inhibition, % at 18.7 µM;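 active = every replicate showing at least 50% inhibition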
# CFTR F508del cor – CFTR F508del correction in bronchial cells. CFBE cells, YFP halide quenching; stimulated with forskolin plus potentiator P3; % fluorescence drop versus neutral controls. activity (quench increase), % at 7.58 µM. 0.36% of 350,000 active. AID 720511;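 active = mean added fluorescence quench of at least 8% versus neutral control, with both replicates also reaching 8%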;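 also: cells transiently co-express mutant CFTR-F508del with the halide-sensitive YFP; corrector assay measuring rescue of mutant channel to the surface after 24 h compound exposure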
# ERAP1 inh – inhibitors of human ERAP1 aminopeptidase; AID 652197; recombinant ERAP1, Leu-AMC fluorescence, 60 min; Q9NZ08; inhibition, % at 10.7 µM; 0.15% of 340,000 active;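 active = mean replicate inhibition of at least 30%, or all replicates individually reaching that 30% level; inactive = mean below 30% and not every replicate reaching it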;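 also: 0% = neutral control wells and 100% = L-leucinethiol positive control wells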
# esBAF inh – SWI/SNF esBAF complex inhibition; mouse ES cells, Bmi1-luciferase knock-in reporter, 24 h; 100% = twice the neutral-well signal; reporter increase, % at 12.5 µM; 2% of 350,000 active; AID 602393; in the data active = activation above about 40%;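 also: 0% = median of the plate's neutral control wells and 100% = double that signal; a rise in the Bmi1 reporter signal indicates esBAF inhibition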
# * hit, by the source's call; nt = not tested or not shown.
SMILES,RAD54 inh,ARNT-TACC3 inh,Xi reactivation,GSIS activator,RAD52 anneal inh,CFTR F508del cor,ERAP1 inh,esBAF inh
CCN(CC(=O)Nc1ccc(OC)cc1)C(=O)c1ccc2c(c1)NC(=O)C(C)S2 (configuration not stated),-9,4,-0.1,-4,2,3.5,2,3
CCOc1ccc(-n2c(-c3ccccc3)nnc2-c2ccccc2)cc1,-10,nt,nt,-1,0,nt,0,nt
COc1ccc(CCn2nnc3ccccc3c2=O)cc1OC,-10,nt,0.0,nt,-6,-0.4,-1,61*
COC(=O)CCC(=O)OC1(C)C(=O)C=C2C=C(C3CC3)N(CCc3ccccn3)C=C2C1=O (configuration not stated),-9,11*,0.0,9,-35,-0.7,0,-5
CN(CC(=O)Nc1ccc(Cl)cc1)CC(=O)Nc1sc2c(c1C(N)=O)CCC2,6,nt,-0.1,-8,-13,1.5,2,11
COc1ccc(C#Cc2cnc3c(c2)C(=O)N([C@H](C)CO)C[C@H](C)[C@H](CN(C)S(C)(=O)=O)O3)cc1OC,-15,-3,-0.2,5,2,-1.4,3,-5
Cc1ccc(C(=O)Nc2ccc(NC(=O)c3ccccc3Cl)c(C)c2)cc1,-1,nt,0.1,-6,-2,-6.3,0,34
CCOC(=O)C1=C(c2ccccc2)N=C2SCC(=O)N2C1c1ccc(O)c(OC)c1 (configuration not stated),nt,-3,nt,5,-51,3.5,2,0
COc1ccc(NC(=O)Nc2cccc3c2O[C@@H](CN(C)Cc2ccc(C(F)(F)F)cc2)[C@@H](C)CN([C@@H](C)CO)C3=O)cc1,-4,6,-0.5,-16,87*,1.2,-1,0
OC[C@@H]1CN(Cc2cccc(C(F)(F)F)c2)C[C@H](n2cnc3c(NC4CC4)ncnc32)O1,-9,nt,-0.1,-5,-4,-1.3,2,-1
CN(CC(=O)Nc1ccc(S(=O)(=O)N2CCOCC2)cc1)Cc1ccc(F)cc1,0,0,0.2,nt,-19,1.0,-6,0
COc1ccc(/C=C/C(=O)NC(=S)N2CCOCC2)cc1,-20,nt,0.0,10,3,-4.5,0,31
CS(=O)(=O)c1cccc(C(=O)N(CCc2ccccc2)Cc2cccs2)c1,-9,-17,0.0,20,-27,2.6,-1,-1
CC(=O)Oc1cccc(C2C3=C(CC(C)(C)CC3=O)Nc3ccccc3N2C(C)=O)c1 (configuration not stated),-1,-1,0.0,0,-5,2.2,-1,-2
CSCCC(NS(=O)(=O)c1ccc2[nH]c(=O)c(=O)[nH]c2c1)C(=O)O (configuration not stated),2,1,0.1,-5,-15,-5.8,-5,-4
COc1ccc(C(=O)N/C(=C\c2cn(S(=O)(=O)N(C)C)c3ccccc23)C(=O)NC(C)C)cc1,nt,-9,0.0,-16,2,0.1,-3,nt
COc1ccc(C(=O)COC(=O)CNC(=O)c2ccc(C)s2)c(OC)c1,4,-1,1.2,-12,-28,-5.8,2,3
O=C1/C(=C/c2ccc3c(c2)OCO3)CCC/C1=C\c1ccc2c(c1)OCO2,nt,15,0.0,-15,-47,0.2,-4,7
C[C@@H]1CCCCO[C@H](CN(C)CC2CC2)[C@H](C)CN([C@@H](C)CO)C(=O)c2cc(NS(=O)(=O)c3ccc(F)cc3)ccc2O1,7,-4,0.0,11,43,1.9,1,-3
COc1cccc(S(=O)(=O)Nc2ccc3c(c2)[C@H]2C[C@@H](CC(=O)NCc4cccc(F)c4)O[C@H](CO)[C@H]2O3)c1,1,16,0.1,-10,-6,2.7,0,2
O=C(C[C@@H]1CC[C@H](NS(=O)(=O)c2cccc(F)c2)[C@@H](CO)O1)NCc1ccc2c(c1)OCO2,5,-2,-0.1,-3,5,0.5,3,-2
Cc1ccc(CS(=O)(=O)Cc2ccc(C(=O)NCCCN3CC(C)CC(C)C3)o2)cc1 (configuration not stated),6,0,0.0,2,-14,1.2,-1,-8
OC[C@H]1[C@@H](c2ccc(-c3ccccc3F)cc2)[C@@H]2CN(Cc3ccncc3)CCCCN12,3,8,0.0,-1,nt,-1.2,nt,nt
O=C(Nc1ccc(-c2csc(Nc3ccc(Cl)cc3)n2)cc1)c1ccccc1,3,-7,0.0,7,-10,1.5,nt,26
O=c1cnn(Cc2c(Cl)cccc2Cl)c2ccccc12,0,-2,0.1,20,-5,4.0,-7,2

# The list goes on.
SMILES,RAD54 inh,ARNT-TACC3 inh,Xi reactivation,GSIS activator,RAD52 anneal inh,CFTR F508del cor,ERAP1 inh,esBAF inh
CS(=O)(=O)N1CC(=O)N2[C@H](CO)[C@@H](c3ccc(C#CCC4CCCC4)cc3)[C@@H]2C1,nt,nt,0.0,-14,19,3.0,1,nt
CN(CC(=O)N1CC=C(c2ccccc2)CC1)S(=O)(=O)c1ccc2c(c1)c(=O)n(C)c(=O)n2C,2,4,0.0,-6,-14,0.8,6,-8
O=C(NCc1ccccc1)C(=O)c1cn(CC(=O)N2CCOCC2)c2ccccc12,-3,1,0.1,7,-6,-0.8,4,3
Cc1cc(C)cc(NC(=O)Nc2ccc(N3CCCCC3)cc2)c1,8,0,-0.1,-12,-16,-1.5,nt,nt
O=C(Nc1ccccc1F)N1[C@@H](CO)[C@@H]2c3ccccc3NC[C@@H]21,-10,-2,0.1,-10,1,-0.4,-2,24
Cc1noc(C)c1S(=O)(=O)N(C)C[C@H]1OCCCC[C@H](C)Oc2ccc(NS(=O)(=O)c3cn(C)cn3)cc2C(=O)N([C@@H](C)CO)C[C@@H]1C,8,-12,0.2,8,5,-0.8,-2,0
CCN(CC(=O)NCc1ccc(F)cc1)C(=O)c1cccc(S(=O)(=O)N(C)c2ccc(OC)cc2)c1,7,1,0.1,-12,-36,-2.8,5,-2
CC(C)Cc1nnc(NC(=O)c2ccc3c(c2)OCCO3)s1,-1,7,0.3,nt,-4,-0.8,-1,-12
CCCNC(=O)N1C[C@@H]2[C@H](c3ccccc31)[C@@H](CO)N2Cc1ccc(F)cc1,11,4,0.2,4,-7,0.4,nt,4
COc1ccc(C(=O)C2CCCN(C(=O)c3ccc4nccnc4c3)C2)c(C)c1 (configuration not stated),2,-28,0.0,1,-5,-0.9,1,-6
COC1OC2COC(c3ccccc3)OC2C(OC(C)=O)C1OC(C)=O (configuration not stated),nt,11,0.1,1,-6,-0.7,-2,nt
C#CCOc1ccc(CNC[C@H]2O[C@@H](n3cnc4c(N)ncnc43)[C@H](O)[C@@H]2O)cc1,-9,-3,0.6,1,-2,0.6,7,0
O=C1c2ccccc2C(O)N1Cc1ccccc1 (configuration not stated),4,-22,nt,7,-10,-0.7,1,5
C[C@H](CO)N1C[C@H](C)[C@H](CN(C)C(=O)C2CCCCC2)OCCCC[C@H](C)Oc2ccc(NS(=O)(=O)c3ccc(Cl)cc3)cc2C1=O,3,3,-0.1,0,18,1.6,0,0
CCOC(=O)c1c2c(n(Cc3ccccc3)c1C)C(=O)C(=O)c1ccccc1-2,nt,0,1.6,-33,-4,2.2,-1,nt
CC(C)NC(=O)N(C)C[C@H]1Oc2ccc(NC(=O)Nc3ccccc3)cc2C(=O)N([C@@H](C)CO)C[C@H]1C,-7,-4,-1.0,13,-7,-4.6,-2,3
COc1cccc(C(=O)NNC(=O)C(=O)Nc2cccc(Cl)c2C)c1,-9,-1,0.1,3,0,-2.1,1,-2
COc1ccc(CN(C)C(=O)c2cnc(C)cn2)c(OC)c1OC,-10,-18,0.0,9,-7,0.5,-3,-9
Cc1ccc(S(=O)(=O)N(C)C[C@H]2OCCCC[C@@H](C)Oc3ccc(NC(=O)c4ccncc4)cc3C(=O)N([C@@H](C)CO)C[C@@H]2C)cc1,-6,4,0.0,-12,8,-2.0,0,-2
CN(C)CC(C)(C)CNS(=O)(=O)c1ccc(Cl)cc1,-10,-4,1.6,16,-3,2.9,-2,1
CC(C)(C)c1ccc(S(=O)(=O)N2CC(C(=O)O)Oc3ccc(Cl)cc32)cc1 (configuration not stated),0,0,0.2,142*,-10,-0.1,4,-8
COc1cc(C(=O)OCC#N)ccc1OCc1c(C)noc1C,5,-1,0.1,21,-14,1.4,0,1
COC(=O)[C@]12CCCCC=C1N(Cc1ccc(Cl)cc1Cl)C(=O)[C@H](CC(=O)N1CCN(C(=O)c3ccco3)CC1)C2,nt,nt,-0.1,-10,0,0.8,-3,nt
C[C@@H]1CN([C@@H](C)CO)C(=O)c2cc(NC(=O)Nc3cccc4ccccc34)ccc2O[C@@H]1CN(C)C,10,13,0.7,2,15,-2.3,5,0
Cc1ccc(S(=O)(=O)Nc2ccc3c(c2)C(=O)N([C@H](C)CO)C[C@H](C)[C@@H](CN(C)C(=O)Nc2c(C)noc2C)OCCCC[C@@H](C)O3)cc1,-6,-10,0.1,-2,1,1.6,0,-3

# Full records, looked up by structure. Screens in order: RAD54 inh | ARNT-TACC3 inh | Xi reactivation | GSIS activator | RAD52 anneal inh | CFTR F508del cor | ERAP1 inh | esBAF inh
# Record of C#CCOc1ccc(CNC[C@H]2O[C@@H](n3cnc4c(N)ncnc43)[C@H](O)[C@@H]2O)cc1 → -9 | -3 | 0.6 | 1 | -2 | 0.6 | 7 | 0
# Record of COc1ccc(/C=C/C(=O)NC(=S)N2CCOCC2)cc1 → -20 | nt | 0.0 | 10 | 3 | -4.5 | 0 | 31
# Record of O=C(C[C@@H]1CC[C@H](NS(=O)(=O)c2cccc(F)c2)[C@@H](CO)O1)NCc1ccc2c(c1)OCO2 → 5 | -2 | -0.1 | -3 | 5 | 0.5 | 3 | -2

# Further records:
SMILES,RAD54 inh,ARNT-TACC3 inh,Xi reactivation,GSIS activator,RAD52 anneal inh,CFTR F508del cor,ERAP1 inh,esBAF inh
CC1(C)Oc2ccc3ccc(=O)oc3c2/C(=C/NNC(N)=O)C1=O,-16,16,0.0,-3,6,-2.4,1,-6
CCOCCCNC(=O)c1ccc2c(=O)n(Cc3ccc(OC)cc3)c(=O)[nH]c2c1,0,-3,-0.3,14,-13,-2.3,-1,1
CC(C)OCCCNC(=O)c1ccc(CS(=O)(=O)c2cccc(C(F)(F)F)c2)o1,-1,11,0.4,-10,-9,0.1,-1,-3
O=[N+]([O-])c1ccc(OCCn2cncn2)cc1,nt,-4,0.4,19,-8,-1.5,1,-7
Cc1ccc(C2=NOC(C)(c3nnc(-c4ccccc4)o3)C2)cc1 (configuration not stated),-5,-9,0.1,-5,nt,-4.1,nt,nt
C[C@@H]1CN([C@H](C)CO)C(=O)Cc2cc(NC(=O)CCN3CCOCC3)ccc2O[C@H]1CN(C)S(=O)(=O)c1cn(C)cn1,-23,-21,0.2,1,-4,1.2,0,-3
C[C@@H]1CN([C@H](C)CO)S(=O)(=O)c2ccc(-c3ccncc3)cc2O[C@@H]1CN(C)Cc1cncnc1,-7,-5,0.4,25,20,2.3,2,-13
CNC(=O)C[C@@H]1CC[C@@H]2[C@H](COc3ccc(NC(=O)Nc4cccc(F)c4)cc3C(=O)N2C)O1,nt,nt,0.3,-3,nt,-2.2,nt,8
C[C@@H]1CN([C@@H](C)CO)C(=O)c2cccc(NC(=O)Nc3cccc4ccccc34)c2O[C@H]1CN(C)S(=O)(=O)c1cccs1,0,-1,nt,nt,11,-2.1,0,0
C[C@@H](NC(=O)[C@H]1[C@H](CO)[C@H]2Cn3c(cccc3=O)[C@@H]1N2C(=O)C1CC1)c1ccccc1,1,6,0.5,-4,11,-0.2,-3,0
CC(C)(C)c1cc(CNC(=O)C2CCC(=O)N(Cc3ccccc3F)C2)[nH]n1 (configuration not stated),-18,nt,-0.3,-4,-23,-1.7,3,3
CC(OC(=O)c1cccc(NS(C)(=O)=O)c1)C(=O)Nc1ccc2c(c1)OCO2 (configuration not stated),7,1,0.0,-11,-8,1.6,3,1
O=c1nc(N2CCOCC2)ccn1-c1nc(-c2ccccc2)sc1-c1ccccc1,nt,-5,0.1,-12,-2,-0.5,-1,nt
O=C(C(=O)N1CCC(c2ccccc2)CC1)c1cccc([N+](=O)[O-])c1,nt,nt,-0.1,-36,-17,-0.8,-2,nt
